PV pol inh = poliovirus RdRp elongation inhibitors, primary screen, biochemical, fluorescence polarization, total intensity. poliovirus polymerase elongation; stronger effect = lower value. AID 588519, 2011. % elongation, % (compound at 16.7 µg/mL). Genome polyprotein (Poliovirus type 1 (strain Mahoney)), P03300. 0.66% of 150,000 active; in the data active = % elongation below about 90%; note: some results filed as inactive read as strong as hits
Target sequence (P03300 1749-2209 limits assumed): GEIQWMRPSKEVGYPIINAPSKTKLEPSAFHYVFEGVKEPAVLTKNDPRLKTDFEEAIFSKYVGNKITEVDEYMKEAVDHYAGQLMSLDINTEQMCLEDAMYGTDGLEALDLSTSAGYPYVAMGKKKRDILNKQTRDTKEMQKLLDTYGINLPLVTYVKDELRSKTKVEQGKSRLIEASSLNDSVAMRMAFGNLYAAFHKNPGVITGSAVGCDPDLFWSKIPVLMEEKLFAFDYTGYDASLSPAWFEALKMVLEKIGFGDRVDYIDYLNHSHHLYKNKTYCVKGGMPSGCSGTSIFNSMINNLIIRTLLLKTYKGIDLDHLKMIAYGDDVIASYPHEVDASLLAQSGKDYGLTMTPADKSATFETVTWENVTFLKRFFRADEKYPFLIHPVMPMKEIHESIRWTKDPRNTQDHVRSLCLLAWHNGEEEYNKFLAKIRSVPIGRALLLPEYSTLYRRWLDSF
PV pol inh FP z-score = recorded beside PV pol inh, whose call it bears; z-score; measured here: FP z-score; hits read low
Starred values were filed as active, the others as inactive; & = joins results of further samples.

SMILES	PV pol inh	PV pol inh FP z-score
O=C(O)c1ccccc1C(=O)N1CCN(c2ncccn2)CC1	106	0.3
COc1ccc(Cn2nnc3c(=O)[nH]c(C(=O)NCCc4ccc(F)cc4)nc32)cc1OC	100	-0.1
COC(=O)c1c(NC(=O)c2nc(SCc3ccccc3C)ncc2Cl)sc2c1CCCC2	111	0.7
COc1ccc(OC)c(C2c3cccn3CCN2S(=O)(=O)c2ccccc2C(F)(F)F)c1 (stereo not given)	102	0.1
CC1CC[C@@H]2N(C1)CC1C(CC[C@H]3C4CC(=O)[C@H]5CC(=O)CCC5(C)[C@H]4C[C@@H]13)[C@]2(C)O (stereo not given in full)	102	0.5
COc1ccc(-c2nc(/C=C/C(=O)O)cs2)cc1	92	-1
COc1cc(Cl)c(C)cc1NC(=O)Cn1c(=O)c2c(ncn2CC(C)C)n(CC(C)C)c1=O	104	0
O=C(O)CC1SC(=Nc2ccc(O)cc2)NC1=O (stereo not given)	102	0.2
O=C(NCc1ccc(Cl)cc1)c1ccc(Cn2c(=O)c3cccn3c3cccnc32)cc1	102	-1.1
CCCN(CC(=O)Nc1ccc(Cl)cc1Cl)Cn1nnc2ccccc21	101	-0.4
CCc1ccc(-n2c(=O)c3c4c(sc3n(Cc3ccccc3C#N)c2=O)CCCC4)cc1	112	1.2
CN1C(=O)Cc2cc(S(=O)(=O)CCC(=O)Nc3ccccc3)ccc21	-22*	-9.1*
Cc1ccc(C)c(Nc2nnc(-c3ccc(C)c(S(=O)(=O)NCC4CCCO4)c3)c3ccccc23)c1 (stereo not given)	108	0.8
Nc1cc(=O)[nH]c(SCc2ccccc2Cl)n1	101	0.1
O=C(O)c1cc(=O)c2c(OCC(O)COc3cccc4oc(C(=O)O)cc(=O)c34)cccc2o1	102&100	0.2&0
CCc1ccc(C2C3=C(CCCC3=O)Nc3c2c(=O)n(C)c(=O)n3C)cc1 (stereo not given)	100	-0.3
Cc1nnc(SC(c2ccccc2)c2ccccc2)s1	101	-0.3
Cc1c(C(=O)OC2CCCCC2)[nH]c2c1C(=O)CC(c1ccc(F)cc1)C2 (stereo not given)	103	-0.1
O=S1(=O)CC(N2CCCCC2)C(N2CCCCC2)C1 (stereo not given)	102	-0.2
CC1=CC(=O)N(c2ccc(OC(F)(F)F)cc2)C1=O	102	-0.1
Cc1ccc(C(=O)N2CCc3cc(C(=O)C(C)N4CCC(C)CC4)ccc32)cc1 (stereo not given)	98	-1.6
CN(Cc1nc(-c2ccccc2)no1)C(=O)CC(C)(C)C	102	-0.1
COC(=O)CC(=O)CSc1nc2c(cc1C#N)CCC2	102	0.3
O=C(NC(=O)c1ccccc1)Nc1ccc(-c2cc(C(F)(F)F)nn2-c2ccccc2)cc1	107	0.6
Cc1cc(Nc2cccc(C(=O)O)c2)n2nc(C)nc2n1	105	0.1
CCC1CCCCN1CCCNC(=O)c1cc2c(Cl)nc3ccc(C)cc3c2s1 (stereo not given)	88	-2
CC1CN(C(=O)C2CCCO2)CC(C)O1 (stereo not given)	100	-0.2
Cc1nn(CCCC(=O)NC2CCCCC2)c(=O)c2nccn12	101	-0.3
O=C(Nc1ccc(Cl)cc1)C(O)c1ccccc1 (stereo not given)	98	-0.5
CCOC(=O)c1c(C)oc2nc(C)nc(N3CCN(c4cccc(C)c4C)CC3)c12	110	0.4
CCN(CCCNc1nc(-c2cc(OC)ccc2OC)no1)c1ccccc1	104	0.2
NS(=O)(=O)c1ccc(NC(=O)CSC2CCCCC2)cc1	101	0
C=CCN1C(=O)NC2(CCCCC2)C1=O	98	-0.9
Cc1cc(OCCn2cc(C(=O)c3ccco3)c3ccccc32)ccc1Cl	106	0.3
Cc1oc(-c2ccc(Cl)cc2)nc1CS(=O)CC(=O)NC(C)C (stereo not given)	98	-1.4
NC(=O)c1cc(S(=O)(=O)N2CCc3ccccc32)cs1	102	0
CC(C(=O)NC1CCCC1)n1cc(Br)ccc1=O (stereo not given)	102	0
O=C(CSc1nnc(-c2cccs2)o1)Oc1ccccc1	94	-2.1
O=C(Oc1ccc2oc(=O)sc2c1)c1ccc(Br)cc1	102	-0.2
CCOC(=O)CCc1c(C)c(C#N)c2nc3ccccc3n2c1Cl	102	0.1
Cc1nc2cc(-n3c(O)c[nH]c3=O)ccc2s1	103	0.2
CC(=O)OCC(=O)[C@H]1CCC2C3CCC4=CC(=O)CC[C@]4(C)C3CC[C@@]21C (stereo not given in full)	100	0.4
COc1ccc(-c2noc(CSc3nc4ccccc4[nH]3)n2)cc1	107	0.8
CCc1cccc(CC)c1N=C=S	104	-0.3
O=C(C1CCN(S(=O)(=O)c2ccc(Br)s2)CC1)N1CCN(c2cccc(C(F)(F)F)c2)CC1	104	-1.2
CCOC(=O)c1c(CSc2n[nH]c(=O)n2CC)nc2ccccc2c1C	100	-0.1
COC(=O)c1ccc(COC(=O)C2COc3ccccc3O2)cc1 (stereo not given)	99	-0.3
Cc1ccc(N=Cc2c(O)n(C)c3ccccc23)cc1	101	-0.2
O=c1c(S(=O)(=O)c2ccc(Cl)cc2)cn(Cc2ccc(F)cc2)c2ccc(F)cc12	101	-1
CCC1CCc2[nH]c(=S)c(C#N)c(C(F)(F)F)c2C1 (stereo not given)	100	-0.2
CC(/C=C/c1ccccc1)=N\n1c(C)cc(C)c(C#N)c1=O	105	1
Cc1nc2ccc3nc(NC(=O)c4ccccc4C)sc3c2s1	100	-0.3
CCOc1ccc(-c2cc(OC(=O)c3ccc(OC)cc3)c3c(C)oc(C)c3c(=O)c2)cc1	114	2
CCCCN(CCCC)C1=C(C(=O)c2ccccc2)N(CC)S(=O)(=O)c2ccccc21	111	1.6
CCN(CC)C(=O)CSc1cc(=O)n(C)c2cc(Cl)ccc12	99	-1.5
O=C(COc1ccc(Cl)cc1)NCC(c1ccco1)S(=O)(=O)c1ccc(Cl)cc1 (stereo not given)	107	0
CCCn1cnc(N)n1	100	-0.8
CCCCN(C)C(=O)c1cc(-c2ccc(OC)cc2)n[nH]1	102	-0.4
Cc1c(Cl)cccc1NC(=O)c1cc2nc(-c3ccc4c(c3)OCO4)cc(C(F)(F)F)n2n1	105	0.3
CCCCN1C(=O)C(NC(C)=O)c2cc(Cl)ccc21 (stereo not given)	102	0.6

Compound profiles, from the list above.
CCCCN1C(=O)C(NC(C)=O)c2cc(Cl)ccc21 (stereo not given) reads PV pol inh = 102; PV pol inh FP z-score = 0.6
CCCn1cnc(N)n1 reads PV pol inh = 100; PV pol inh FP z-score = -0.8

Remaining list, next part:
SMILES	PV pol inh	PV pol inh FP z-score
O=C(CSc1oc(-c2cccs2)nc1S(=O)(=O)c1ccccc1)c1ccccc1	101	0.1
Cc1ccc(N2C(=O)c3ccc(C(=O)N(CCO)c4ccccc4)cc3C2=O)cc1C	109	0.6
Cc1ccc(Cc2nc3ccccc3nc2SCC(=O)NCc2ccc(F)cc2)cc1	109	0.8
Cc1ccccc1OCC(=O)NC1CCCCC1NC(=O)COc1ccccc1C (stereo not given)	102	-0.1
CN1CCN(CCNC(=O)c2cc3c(=O)n(C)c4ccccc4c3n2C)CC1	102	-0.2
CC1CN(C(=O)c2ccccc2Nc2ccc(SC(F)F)cc2)CC(C)O1 (stereo not given)	99	-0.1
O=C(O)c1cc(-c2ccccc2)nc2c1cnn2Cc1ccncc1	101	0.1
O=C(O)C1(C2CCC3OCOC3C2)SCCCS1 (stereo not given)	104	0.1
CCOc1ccccc1NC(=O)Cn1c(=O)n(Cc2nc(C)no2)c(=O)c2ccccc21	116	1.6
CC(OC(=O)/C=C/c1ccco1)C(=O)Nc1cccc(C(F)(F)F)c1 (stereo not given)	114	0.9
COc1ccc(/C=C/C(=O)NC2CC2)cc1	98	-0.3
CC1CCCC(C)N1C(=O)Nc1ccc(Cl)c(Cl)c1 (stereo not given)	101	0
COCCn1c(CCC(=O)Nc2cc(C)ccc2C)nc2cccnc21	109	0.6
O=C(OC1CCCCC1=O)C1CCN(S(=O)(=O)c2cccs2)CC1 (stereo not given)	103	0.2
O=C(CCSc1ccc(Cl)cc1)Nc1ccc(F)c(F)c1F	104	0.9
O=C(Cc1ccc(Cl)cc1)Nc1ccccn1	102	0.1
COc1ccc(S(=O)(=O)N2C3CCC2CC(NC(=O)C2CC2)C3)cc1 (stereo not given)	99	-0.8
C=CCNC(=O)CN1C(=O)C(CC)Oc2ccccc21 (stereo not given)	101	0.4
Nc1ccc(CCN2CCCCCC2)cc1	103	0.4
Cc1ccc(NC(=O)Cc2coc3ccc(C(C)C)cc23)c(C)c1	117	0.1

Not a retest: entries from further up.
SMILES	PV pol inh	PV pol inh FP z-score
Cc1ccc(Cc2nc3ccccc3nc2SCC(=O)NCc2ccc(F)cc2)cc1	109	0.8
Cc1ccccc1OCC(=O)NC1CCCCC1NC(=O)COc1ccccc1C (stereo not given)	102	-0.1
CN1CCN(CCNC(=O)c2cc3c(=O)n(C)c4ccccc4c3n2C)CC1	102	-0.2
CC1CN(C(=O)c2ccccc2Nc2ccc(SC(F)F)cc2)CC(C)O1 (stereo not given)	99	-0.1
O=C(O)c1cc(-c2ccccc2)nc2c1cnn2Cc1ccncc1	101	0.1
O=C(O)C1(C2CCC3OCOC3C2)SCCCS1 (stereo not given)	104	0.1
CCOc1ccccc1NC(=O)Cn1c(=O)n(Cc2nc(C)no2)c(=O)c2ccccc21	116	1.6
CC(OC(=O)/C=C/c1ccco1)C(=O)Nc1cccc(C(F)(F)F)c1 (stereo not given)	114	0.9
COc1ccc(/C=C/C(=O)NC2CC2)cc1	98	-0.3
CC1CCCC(C)N1C(=O)Nc1ccc(Cl)c(Cl)c1 (stereo not given)	101	0
COCCn1c(CCC(=O)Nc2cc(C)ccc2C)nc2cccnc21	109	0.6
O=C(OC1CCCCC1=O)C1CCN(S(=O)(=O)c2cccs2)CC1 (stereo not given)	103	0.2
O=C(CCSc1ccc(Cl)cc1)Nc1ccc(F)c(F)c1F	104	0.9
O=C(Cc1ccc(Cl)cc1)Nc1ccccn1	102	0.1
COc1ccc(S(=O)(=O)N2C3CCC2CC(NC(=O)C2CC2)C3)cc1 (stereo not given)	99	-0.8
C=CCNC(=O)CN1C(=O)C(CC)Oc2ccccc21 (stereo not given)	101	0.4
Nc1ccc(CCN2CCCCCC2)cc1	103	0.4
Cc1ccc(NC(=O)Cc2coc3ccc(C(C)C)cc23)c(C)c1	117	0.1

The list goes on.
SMILES	PV pol inh	PV pol inh FP z-score
CCCN(C(=O)c1ccccc1N)c1c(C)n(C)n(-c2ccccc2)c1=O	99	-0.1
CCc1ccc(NCc2cc3cc4c(cc3n(CC(=O)Nc3ccccc3Cl)c2=O)OCO4)cc1	97	-1.6
O=C(NC(C(=O)c1ccccc1)n1cccnc1=O)c1ccccc1 (stereo not given)	99	-0.4
Cc1ccc(-c2nnc(Nc3ccccc3)c3ccccc23)cc1S(=O)(=O)N1CCCCC1	102	-0.1
COc1ccccc1N1CCN(CCCNC(=O)c2cnn(-c3ccccc3)c2C2CCN(C(=O)OC(C)(C)C)CC2)CC1	106	0
COc1ccc(-n2nc(C(=O)NCc3ccco3)c3c4ccccc4n(C)c3c2=O)cc1	101	0.2
Cc1nsc(Nc2ccccc2)c1C#N	101	-0.4
Cc1ccccc1Nc1c(-c2c(F)cccc2Cl)nc2ccc(Br)cn12	107	-0.4
CC(C)(C)c1ccc(-c2nnc(SCc3cccc(C(N)=O)c3)n2-c2ccc3c(c2)OCO3)cc1	100	-0.7
CC1=CC(C)=NS(=O)(=O)N1	101	-0.1
CCOC(=S)SCc1c(C)c(C)c(C)c(C)c1C	106	0.4
O=c1c(-c2ccccc2)[n+]([O-])c2ccccc2n1OCc1ccccc1	102	0.3
CCCCC(=O)Nc1nnn(CCC)n1	100	-0.1
CC1CCN(C(=O)Cn2ncc3c2-c2ccccc2OC3)CC1	102	0.6
CNC(=O)C(C)n1nc(C)c2sc3ccccc3c2c1=O (stereo not given)	99	-1.2
Cc1ccc(-c2cc(C(F)(F)F)n3nc(C(=O)Nc4ccc(Cl)c(C(F)(F)F)c4)cc3n2)cc1	107	0.6
CCCN1CCN(CCCNC(=O)Nc2ccc3c(c2)N(Cc2ccc(C)cc2)C(=O)CS3)CC1	100	-1
CN(CC(=O)N1CCCC1)c1nnc(N2CCCC2=O)s1	104	0.4
CCCCC(=O)OC1=C(C(=O)c2ccccc2)N(C)S(=O)(=O)c2ccccc21	113	0.9
CC(C)(c1ccccc1)c1ccc(O)cc1	106	0.4
Cc1ccnc(NC(=O)C(C)(C)Oc2ccc(Cl)cc2)n1	103	0.8
N#C/C(C(=O)NCc1ccccc1)=C(/O)CN1C(=O)c2ccccc2C1=O	109	-0.1
CCOc1ccccc1CNC(=O)c1cc2n(n1)CCCN(Cc1ccc(C)cc1)C2=O	108	0.4
CSc1n[nH]c(NC2=CC(=O)CCC2)n1	105	1
CC(=O)N1CCN(Cc2csc(-c3ccc(F)cc3)n2)CC1	103	0.1
COc1ccccc1C(=O)Nc1ccc2c(C)cc(=O)oc2c1	102	0.2
C=CCN1C(=O)C(O)(c2sc(N3CCOCC3)nc2C)c2ccccc21 (stereo not given)	99	-0.5
O=C(Nc1ccccc1OC(F)F)C12CC3CC(CC(O)(C3)C1)C2	96	-1
COc1ccc(C(=O)COC(=O)c2oc3ccccc3c2C)cc1OC	98	-0.8
Cc1cc(-c2cc(N)n(-c3ccccc3)n2)c(C)n1-c1ccccc1F	102	0
CC1(C)CC(=O)c2cc(OCC(=O)NCc3ccccc3)ccc2O1	100	-0.8
COc1ccc(/C(O)=C/c2nc3ccc(C(=O)NCCc4ccccc4)cc3[nH]c2=O)cc1	105	1.3
CC(C)CNS(=O)(=O)c1ccc(S(=O)(=O)N2CCCN(Cc3ccccc3)C2)cc1	101	-0.2
COc1cccc(N2CCN(S(=O)(=O)c3cc(-c4cc(C)no4)ccc3C)CC2)c1	104	0.3
CC(=O)N1CC(C)Sc2cc(S(=O)(=O)N3CCCCC3)ccc21 (stereo not given)	102	0.4
CCN(CC)c1cc(C)c2cc(NC(=O)c3ccccc3Cl)ccc2n1	100	-1.6
O=C(Nc1cc(Cl)cc(Cl)c1)N1CCC(n2cccc2)CC1	106	0.5
CCOc1ncccc1C(=O)Nc1ccnn1Cc1ccccn1	105	0.6
COc1ccc(CC(=O)N2CCCC2c2nnc(SCc3ccccc3)n2C)cc1 (stereo not given)	100	-0.4
CN(C)c1ccc(NC(=O)CSc2nc(N)cc(=O)[nH]2)cc1	99	-0.9

Screening data: PubChem BioAssay, ICCB-Longwood Screening Facility, Harvard Medical School

Not all compounds are listed; rates above refer to the full screens.
